# Compound activity deposited in PubChem by National Center for Advancing Translational Sciences (NCATS).
# Menin-MLL TR inh: displaces Texas Red mutant MLL peptide from human menin; Potency, µM (series often up to 61.6 µM), inactives show at the highest dose FP activity change, negative = inhibition, most hits filed as inhibitors; 0.23% of 270,000 active; Menin + Texas Red MLL mutant peptide, fluorescence polarization; AID 1768; active means well fitted inhibition curve with a large enough effect in the polarisation, with a control signal flat, not every such curve was filed as active; inconclusive means small, poorly fitted or top-dose-only effect, or effect the other way, or a change in a side signal; inactive means no such curve, though single readings can be large or run the other way; the % refers to the polarisation; further: potency means the concentration at half of the fitted maximal effect; % of control where 0% means no effect; many of its hits are not listed in these tables
# Eya2 phos inh: Eya2 (human) phosphatase inhibition; O00167; AID 488837; Potency, µM (highest dose often 76.9 µM), without a hit: at the highest dose activity, negative = inhibition, most hits filed as inhibitors; 0.006% of 330,000 active; recombinant Eya2, OMFP fluorescence dephosphorylation (OMFP is methylfluorescein phosphate); further: potency means the concentration at half of the fitted maximal effect; on the % scale 0 is the no-effect control and ±100 the full control effect
# Target sequence (O00167 whole entry, looked up): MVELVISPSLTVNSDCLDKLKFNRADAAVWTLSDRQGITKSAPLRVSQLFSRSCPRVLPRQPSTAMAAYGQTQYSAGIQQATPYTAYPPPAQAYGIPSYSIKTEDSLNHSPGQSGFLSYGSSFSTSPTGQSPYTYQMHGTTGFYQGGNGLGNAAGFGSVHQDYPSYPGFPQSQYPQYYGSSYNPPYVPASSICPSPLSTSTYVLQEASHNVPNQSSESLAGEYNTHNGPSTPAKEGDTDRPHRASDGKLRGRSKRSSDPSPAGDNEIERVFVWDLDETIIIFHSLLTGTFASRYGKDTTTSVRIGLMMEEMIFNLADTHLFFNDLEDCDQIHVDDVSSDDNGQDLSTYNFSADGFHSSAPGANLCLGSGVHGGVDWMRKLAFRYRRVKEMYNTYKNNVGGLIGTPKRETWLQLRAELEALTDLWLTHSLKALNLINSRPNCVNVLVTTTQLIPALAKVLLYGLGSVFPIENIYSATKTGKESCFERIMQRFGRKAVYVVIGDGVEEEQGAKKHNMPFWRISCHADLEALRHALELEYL
#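 Eya2 protein (added as 0.2 uM solution) was preincubated with compound for 10 min at ambient temperature in 50 mM HEPES pH 7.5, 50 mM NaCl, 5 uM MgCl2, 0.05% BSA, 1 mM DTT. OMFP (added at 50 uM) then reacted 10 min; fluorescence read at 485/525 nm.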
# Mito fusion act: blocks mitochondrial division or promotes mitochondrial fusion | S. cerevisiae fusion-defective mutant growth rescue, CellTiterGlo 48 h | 0.23% of 320,000 active | Potency, µM (titrated, usually from 46.1 µM), inactives show at the highest dose growth rescue (activation), hits mostly activators;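 further: potency means the concentration at half of the fitted maximal effect; % of control where 0% means no effect; nearly all actives have a fitted effect of over 45% in size; temperature-sensitive fusion mutants such as fzo1-1 at 37 °C on non-fermentable ethanol glycerol medium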
#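 Yeast fusion mutant, YPEG (non-fermentable carbon), compound, 48 h at 37C non-permissive; CellTiterGlo added, 10 min RT, luminescence read. Rescued growth = division inhibition.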
# USP2a block: inhibitors of human ubiquitin-specific protease USP2a | O75604 | USP2 core, Ub-CHOP2 coupled fluorogenic reporter, 485/531 | Potency, µM (titrated, usually from 38.3 µM), for inactives: at the highest dose activity change, negative = inhibition, hits mostly inhibitors | 0.01% of 330,000 active | AID 463254;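 further: potency means the concentration at half of the fitted maximal effect; plate controls were DMSO wells for no effect and full inhibition by NEM control for full effect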
# Target sequence (O75604 whole entry, looked up): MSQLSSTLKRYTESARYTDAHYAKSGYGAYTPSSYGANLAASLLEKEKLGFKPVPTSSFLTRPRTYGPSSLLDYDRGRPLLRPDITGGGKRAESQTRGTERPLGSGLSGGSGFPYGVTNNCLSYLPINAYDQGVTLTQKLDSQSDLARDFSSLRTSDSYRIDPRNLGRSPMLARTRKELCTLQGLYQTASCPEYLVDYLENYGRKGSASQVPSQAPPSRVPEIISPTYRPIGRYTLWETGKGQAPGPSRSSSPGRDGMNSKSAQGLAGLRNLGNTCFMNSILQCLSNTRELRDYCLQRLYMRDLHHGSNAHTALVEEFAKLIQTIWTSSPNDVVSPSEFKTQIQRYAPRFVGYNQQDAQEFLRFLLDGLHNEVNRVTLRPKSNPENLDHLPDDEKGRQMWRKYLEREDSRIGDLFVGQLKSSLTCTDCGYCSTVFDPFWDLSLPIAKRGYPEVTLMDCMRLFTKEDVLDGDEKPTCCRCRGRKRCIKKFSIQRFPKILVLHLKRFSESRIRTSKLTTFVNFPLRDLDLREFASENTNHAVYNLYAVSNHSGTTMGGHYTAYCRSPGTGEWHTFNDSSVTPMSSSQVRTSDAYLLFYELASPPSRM
#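 Cell-free coupled assay: 10nM USP2 core preincubated 30min RT with compound in Tris-HCl pH 8.0/CaCl2/CHAPS buffer, then 25nM Ub-CHOP2 and 25nM reporter substrate; fluorescence (Ex 485/Em 531) read after 60min RT, normalized to NEM inhibition, concentration-response curves fitted.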
# GALK inh: blocks human galactokinase activity; Purified GALK, Kinase-Glo residual ATP luminescence; Potency, µM (highest dose often 57.5 µM), for inactives: top-dose activity change, negative = inhibition, usual class: inhibitors; 0.007% of 270,000 active; further: potency means the concentration at half of the fitted maximal effect; on the % scale 0 is the no-effect control and ±100 the full control effect
#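 Luminescence from leftover ATP (Ultra-Glo luciferase/luciferin) served as read-out after a 1 h room-temperature reaction of 5 nM GALK with 35 uM ATP and 100 uM galactose.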
# MBNL1 CUG block: MBNL1-poly(CUG) RNA binding inhibition; Q9NR56; TR-FRET MBNL1-His/biotin-(CUG)12 binding, 665/545 ratio; Potency, µM (series often up to 57.5 µM), inactives show at the highest dose activity change, negative = inhibition, hits mostly inhibitors; 0.036% of 280,000 active; AID 2675; active means well fitted inhibition curve with a large enough effect in the signal ratio, with a control signal flat, not every such curve was filed as active; inconclusive means small, poorly fitted or top-dose-only effect, or effect the other way, or a change in a side signal; inactive means no such curve, though single readings can be large or run the other way; the % refers to the signal ratio; further: potency means the concentration at half of the fitted maximal effect; on the % scale 0 is the no-effect control and ±100 the full control effect
#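 MBNL1-His + Biotin-(CUG)12, cpd titration 92 nM–58 uM; Tb anti-His Ab 0.055 ng/ul, SA-XL665 5 nM (final); 60 min RT; ratiometric 665/545 nm, Ex 340 nm; normalized to buffer and full-complex controls.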
# TSHR antagonist: antagonists of human thyroid stimulating hormone receptor | P16473 | 0.2% of 330,000 active | activity change, negative = inhibition, % at 11.5 µM | TSHR-expressing cells, TSH-stimulated cAMP HTRF, 2 h; hits give low values;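 active means activity change below a set negative limit, meaning inhibition stronger than a set level, cut at about -70% in these data; inconclusive means activity change between two set negative limits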; further: on the % scale 0 is the no-effect control and ±100 the full control effect
#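 Cell-based HTRF cAMP assay; TSHR cells + compound, TSH EC80 (4nM final), 2 h, 37 deg C. Lysis with anti-cAMP cryptate and cAMP-d2, 30 min RT, read 665/620 nm.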
# ASM inhibitor: blocks human secretory acid sphingomyelinase; placental ASM, HMU-PC fluorogenic substrate, 60 min; P17405; Potency, µM (titrated, usually from 57.5 µM), for the others: top-dose activity change, negative = inhibition, most hits filed as inhibitors; 0.006% of 340,000 active; further: potency means the concentration at half of the fitted maximal effect
#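 Human placenta-derived ASM preincubated with compound 10 min at room temperature, then reacted with 9 uM (final) fluorogenic HMU-PC substrate for 60 min at 37 C. Stop solution raises pH to 10; fluorescence read at Ex 386/Em 447 nm.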
# PKM2 act: increases activity of human pyruvate kinase M2. purified PKM2, Kinase-Glo ATP luminescence, activation; response scale: 0% is enzyme alone, no compound. 0.34% of 260,000 active. Potency, µM (series often up to 57.5 µM), without a hit: top-dose activation, hits mostly activators. AID 1631; further: potency means the concentration at half of the fitted maximal effect; on the % scale 0 is the no-effect control and ±100 the full control effect; nearly all actives have a fitted effect of over 55% in size
#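 Purified hPK-M2 (>95%) run at intermediate activity with 0.1 mM ADP and 0.5 mM PEP in 50 mM imidazole pH 7.2, KCl, MgCl2; 1 h room temperature. ATP formed read by Kinase-Glo luminescence; normalized to uninhibited and no-enzyme controls.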
# Chronic BCR inh: chronic active BCR signaling inhibition; 0.05% of 340,000 active; Potency, µM (doses to about 46.1 µM), for inactives: at the highest dose ratio change, negative = lower green/red ratio, usual class: inhibitors; ABC-DLBCL IkBa-CBG/CBR reporter, luminescence ratio, 4 h; active means well fitted inhibition curve with a large enough effect in the signal ratio, with a control signal flat, not every such curve was filed as active; inconclusive means small, poorly fitted or top-dose-only effect, or effect the other way, or a change in a side signal; the % refers to the signal ratio;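 further: potency means the concentration at half of the fitted maximal effect; plate controls were basal doxycycline-induced cells for no effect and cells given 10 µM MG132 for full effect; MG132 reads +100%, hits lower the ratio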
#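 Concentration-response series (up to 46 uM) were applied to TMD8 dual-reporter cells for 4 h at 37C with doxycycline. Green/red ratio, after filter-overlap correction, defined %Activity; red signal alone was normalised to basal cells and zero luminescence.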
# KCNH2 WT inh: KCNH2 (human, wildtype) channel inhibition; Q12809; U2OS, BacMam KCNH2, thallium flux FluxOr; hits give low values; activity change, % at 1.84 µM; 0.37% of 340,000 active; AID 720551;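 active means maximum activity change below -70%; inconclusive means maximum activity change between -70% and -50%; inactive means maximum activity change above -50%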; further: on the % scale 0 is the no-effect control and ±100 the full control effect
#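 U2OS cells were transduced with wild-type KCNH2 virus (2.03 x 10^8 / mL) for 4 h at room temperature, then cultured overnight at 37 C. Thallium flux was read with FluxOr dye. Rate constants were normalized to DMSO controls.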
# Starred values were filed as active, the others as inactive; i = inactive; u = inconclusive; x = no result given; [ ] = remark or other dose. Unless noted, the call rests on the fitted dose curve; in most records, active means well fitted curve in the direction sought with a large enough effect; inconclusive means small, poorly fitted or top-dose-only effect, or another doubt; inactive means no such curve, though single readings can be large; an effect the other way counts as inactive or inconclusive. Some of the compounds tested (hit frequency here may not be typical).
SMILES,Menin-MLL TR inh,Eya2 phos inh,Mito fusion act,USP2a block,GALK inh,MBNL1 CUG block,TSHR antagonist,ASM inhibitor,PKM2 act,Chronic BCR inh,KCNH2 WT inh
CCC(=O)Nc1ccc(NC(=O)CSc2nnnn2-c2ccc3c(c2)OCCO3)cc1,1.2%,10.5%,-1.4%,-2.1%,4.5%,-5.1%,5.8,6.0%,-1.3%,-3.3%,4.0
Cc1ccccc1-c1nc(CS(=O)CC(=O)NCc2ccccn2)c(C)o1 (configuration not stated),-16.6%,-11.3%,-7.0%,0.7%,8.8%,1.9%,1.6,0.3%,1.3%,-3.1%,0.5
CCOC(=O)CSc1nc(C(C)C)nc2sc(C)c(C)c12,-24.9%,u,4.4%,0.5%,6.6%,9.1%,-9.3,0.0%,-12.8%,-2.7%,-11.7
CC(C)c1ccc(NC(=O)CSc2nc(-c3ccccc3F)nc3nc[nH]c23)cc1,17.6%,3.7%,-4.5%,-0.6%,0.6%,x,-1.9,14.0%,4.2%,u,1.1
CC(=O)c1cccc(NC(=O)CCN2C(=O)C3C4CCC(C4)C3C2=O)c1 (configuration not stated),x,5.7%,-2.3%,-1.0%,4.1%,3.9%,22.3,3.5%,-1.9%,-1.0%,4.5
Cn1c(SCc2cccc(Br)c2)nc2ccccc2c1=O,8.7%,3.7%,-3.6%,5.1%,-0.1%,-3.3%,-12.7,-13.9%,0.7%,-1.5%,-3.8
COc1ccccc1Nc1nc(-c2sc(NC(=O)c3ccccc3)nc2C)cs1,u,-6.8%,-2.8%,-1.5%,-0.7%,47.4%[activator],4.0,15.1%,-13.0%,u,x
Clc1ccccc1Cn1nnc2c(NCC3CC3)ncnc21,5.4%,-6.2%,1.5%,-0.7%,3.2%,-2.4%,u,2.4%,8.91µM*,-3.1%,3.4
COc1cc(OC)c(OC)cc1CNC(=O)CCN1C(=O)c2cccc([N+](=O)[O-])c2C1=O,4.9%,0.5%,1.5%,-0.8%,-5.1%,u,-8.6,-0.5%,-0.7%,u,1.5
S=C(NCCCc1ccccc1)NC1CCCCC1,-9.3%,-4.1%,-7.8%,-1.0%,-1.6%,3.8%,2.2,2.6%,4.1%,u,-15.5
O=C(Nc1ncccc1O)c1ccc(Cl)c(S(=O)(=O)N2CCCCC2)c1,x,-2.1%,8.9%,1.6%,x,x,-0.9,x,x,-2.7%,-0.6
O=[N+]([O-])c1ccccc1S(=O)(=O)Oc1ccc(C(=S)N2CCOCC2)cc1,u,1.6%,3.1%,4.0%,1.6%,x,-5.4,2.1%,1.1%,u,i
COCCCNC(=O)C(=O)NC1CCCCC1C (configuration not stated),-29.3%,-18.6%,-1.2%,0.4%,7.6%,-1.0%,21.2,6.9%,-0.5%,u,-2.0
C#CCN1C(=O)C(O)(CC(=O)/C=C/C=C/c2ccccc2)c2ccccc21 (configuration not stated),-13.3%,-9.6%,-0.3%,1.1%,7.1%,7.5%,-0.1,-2.0%,8.1%,-19.0%,x
CC1CN(S(=O)(=O)c2cccc(C(=O)OCC(=O)NCc3ccccc3)c2)CC(C)O1 (configuration not stated),x,1.9%,-5.7%,1.9%,x,x,2.4,1.0%,x,0.6%,27.9
O=P1(Nn2cnnc2)C=C(c2ccccc2)OC(c2ccccc2)=C1,x,-4.5%,2.3%,0.0%,0.4%,-1.0%,3.6,-2.1%,-0.7%,6.7%,-1.1
CC(=O)Nc1ccc(S(=O)(=O)N2CCc3c(Cl)cccc3C2)cc1,-23.4%,20.2%,-3.1%,3.1%,2.4%,-2.5%,-5.9,2.1%,9.9%,15.3%,4.4
CCC(CO)NC(=O)c1cccc(S(=O)(=O)N2c3ccccc3CC2C)c1 (configuration not stated),-6.4%,31.8%,0.3%,-1.8%,-5.5%,-5.5%,-6.6,-0.8%,1.1%,-2.4%,-3.1
Cc1cc(S(=O)(=O)N2CCCC2)ccc1OCC(=O)N1CCCCC1,x,5.7%,0.5%,3.6%,-6.7%,1.4%,-26.4,-2.7%,4.8%,0.8%,9.2
NC(=S)N/N=C/c1ccc(-c2ccccc2)o1,u,7.3%,0.5%,10.1%,-1.7%,u,-0.7,20.9%,-4.9%,u,34.7
Cc1cccc(OCC(=O)NCC(=O)N/N=C/c2ccccc2)c1,-1.8%,-6.6%,0.7%,-1.4%,-2.8%,1.1%,-15.3,0.3%,3.7%,-0.6%,-0.3
COc1cccc(CNC(=O)CCNS(=O)(=O)c2cccc3nonc23)c1,3.4%,-3.1%,-4.3%,2.3%,-4.2%,u,-14.2,-4.2%,0.3%,u,7.9
CC1(c2ccc(Cl)cc2)NC(=O)N(CC(=O)NCCC2=CCCCC2)C1=O (configuration not stated),x,17.9%,1.9%,1.9%,x,x,0.0,5.0%,x,1.5%,1.9
Fc1cc(Br)ccc1Nc1nc2ccccc2n2nnnc12,-17.1%,-6.1%,-0.8%,3.7%,-1.4%,u,-2.5,2.9%,-2.6%,u,5.6
CCOC(=O)n1c(SCC(=O)N(CC)CC)nc2ccccc21,-13.1%,-20.3%,2.6%,0.8%,-1.0%,18.7%,9.3,-0.5%,0.0%,12.0%,-5.3
C/C(=N/NC(=O)c1ccc2c(c1)OCO2)c1cccc(NC(=O)C(C)(C)C)c1,7.5%,10.9%,6.5%,2.2%,7.7%,-2.6%,-10.2,-0.6%,-1.6%,u,10.2
Cc1ccc(-c2nn(-c3ccccc3)cc2C(=O)NCCCN2CCOCC2)cc1,x,-17.3%,-12.9%,3.7%,-6.2%,4.2%,-4.4,1.4%,0.9%,6.4%,4.9
COc1cc(NC(=O)NCC2CCN(Cc3ccc(C)cc3)CC2)cc(OC)c1OC,6.3%,10.7%,-3.3%,1.3%,x,-5.5%,2.1,3.7%,x,-1.8%,23.1
CCCn1nc(C(=O)OCC(=O)Nc2ccc(C)cc2)c2ccccc2c1=O,x,1.0%,x,0.9%,x,x,-1.9,-11.6%,x,6.0%,3.6
Nc1ccccc1SC1CC(=O)N(Cc2ccccc2)C1=O (configuration not stated),14.4%,10.0%,-9.7%,-0.4%,-2.3%,-0.5%,1.1,2.1%,2.5%,-19.6%,-7.4
CCC(=O)N1c2ccc(S(=O)(=O)N3CCOCC3)cc2CC1C (configuration not stated),x,-1.9%,-3.1%,3.7%,-3.2%,2.1%,17.1,2.5%,x,3.4%,-8.1
COc1ccc(C(CNC(=O)c2cccc(NS(=O)(=O)c3ccc(C)c(F)c3)c2)N(C)C)cc1 (configuration not stated),x,-29.5%,5.5%,-6.8%,x,x,-4.7,1.1%,x,-5.9%,12.0
O=C(CNC(=S)N(Cc1ccccc1)Cc1ccccc1F)NCCc1ccc(Cl)cc1,13.8%,-15.2%,-4.2%,-2.0%,3.5%,-7.6%,-27.6,-10.9%,0.3%,u,-1.9
COc1cccc(NC(C(=O)Nc2cccc(C(C)=O)c2)c2ccccc2)c1 (configuration not stated),16.3%,-7.6%,5.6%,4.8%,-0.1%,x,3.5,-5.7%,-0.8%,-5.7%,-0.3
O=C(Nc1ccccc1F)c1ccccc1-c1ccc(C(F)(F)F)cc1,23.5%,-5.9%,3.6%,2.8%,-1.1%,-11.3%,40.9,-2.4%,5.3%,-0.1%,14.4
O=C(/C=C/c1cccnc1)c1ccccc1O,4.1%,14.2%,4.1%,0.5%,-4.5%,6.4%,-2.8,-0.1%,12.7%,-4.4%,2.7
COc1cccc(NC(=O)CNc2cc(S(=O)(=O)N3CCOCC3)ccc2N2CCCC2)c1,x,-5.9%,4.4%,1.9%,x,x,8.4,-3.0%,x,1.6%,-0.1
N/C(=N\OC(=O)c1ccc(F)cc1)c1ccccc1,5.2%,-0.2%,3.3%,-0.4%,14.8%,11.7%,9.5,2.1%,-53.0%,u,-7.7
Cc1cc(=O)n2c(n1)SCOC2,x,3.3%,8.5%,-0.4%,x,-5.7%,19.1,-0.4%,8.8%,-0.2%,0.0
